Compound activity deposited in PubChem by National Center for Advancing Translational Sciences (NCATS).
EPAC1 antag: antagonists of human EPAC1. EPAC1 GEF assay, Rap1b-BODIPY-GDP exchange fluorescence. actives 0.14% (n = 360,000). Potency, µM (highest dose often 115 µM), inactives show at the highest dose activity change, negative = inhibition, usual class: inhibitors;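 note: potency is the fitted concentration of half-maximal effect; plate controls were vehicle for no effect and positive control for full effect; nearly all actives have a fitted effect of over 50% in size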
Abeta rescue: restores growth of yeast expressing A-beta42 peptide; yeast expressing A-beta42, growth rescue, OD600, 48 h; response scale: 0% DMSO, 100% iron-clioquinol control; Potency, µM (top dose mostly 46.1 µM), for inactives: at the top dose growth rescue, actives largely listed as activators; actives 0.063% (n = 410,000); AID 1347071; note: potency is the fitted concentration of half-maximal effect; nearly all actives have a fitted effect of over 55% in size
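Growth rescue measured by 600 nm absorbance after 48 h yeast culture at 30 C with compound. Values normalized between DMSO and an equimolar ferric chloride plus clioquinol control.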
EPAC1 ag: agonists of human EPAC1. AID 720707. EPAC1 agonist qHTS, biochemical assay; response scale: 100% = response to 6.5 mM cAMP. Potency, µM (titrated, usually from 154 µM), without a hit: top-dose activation, most hits filed as activators. actives 0.073% (n = 360,000). O95398; note: potency is the fitted concentration of half-maximal effect; nearly all actives have a fitted effect of over 60% in size
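Multi-concentration qHTS readout: loss of Rap1B-bound BODIPY-GDP fluorescence driven by 100 nM EPAC1 with excess GDP (50 uM), monitored kinetically at room temperature; agonist response expressed relative to 6.5 mM cAMP.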
IL-2 act: IL-2 activation; IL-2 activation reporter assay, cell-based qHTS; stimulated with anti-CD3/CD4/CD28 beads; in transgenic mouse T cells; actives 0.065% (n = 360,000); activation, % (series mostly up to about 46 µM); in the data active = activation above about 50%; inconclusive = mostly about 30% to 49%; note: 0% is about no effect
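Using fluorescent plate cytometry, EGFP and DsRed are detected in transgenic mouse T cells stimulated 18 h at 37 degrees C with antibody-coated beads after 60 min compound pretreatment.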
PI5P4K alpha inh: inhibitors of human PI5P4K alpha; PI5P4Kalpha enzyme, ADP-Glo luminescence, 60 min; hits give low values; max response, %; actives 1.2% (n = 330,000); AID 652105; active = max response of -50% or lower; inconclusive = between -30% and -50%; inactive = -30% or higher; note: value at the top dose of about 77 µM; % is set by controls: 0 for no effect and ±100 for the full control effect
Target sequence (P48426 whole entry, looked up): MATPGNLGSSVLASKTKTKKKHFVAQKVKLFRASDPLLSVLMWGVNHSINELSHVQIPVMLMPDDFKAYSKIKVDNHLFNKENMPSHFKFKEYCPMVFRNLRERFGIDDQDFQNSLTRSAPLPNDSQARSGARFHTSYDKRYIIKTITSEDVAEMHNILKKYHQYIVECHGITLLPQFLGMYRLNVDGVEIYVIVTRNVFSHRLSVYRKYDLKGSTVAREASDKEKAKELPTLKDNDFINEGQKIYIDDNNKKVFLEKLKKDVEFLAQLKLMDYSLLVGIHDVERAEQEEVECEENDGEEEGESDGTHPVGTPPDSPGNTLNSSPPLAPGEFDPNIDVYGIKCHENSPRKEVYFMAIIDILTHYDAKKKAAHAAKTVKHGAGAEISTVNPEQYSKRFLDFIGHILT
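ADP-Glo luminescence end-point after a 60 min room-temperature kinase reaction. PI5P4Kalpha and substrate in HEPES pH 7.4 buffer with EGTA, 0.1% CHAPS and 5% DMSO; ATP at 5 microM final.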
PLK1 PBD inh: blocks phosphopeptide binding to human PLK1 polo-box domain; Plk1 PBD binding of FITC phosphopeptide, fluorescence polarization; AID 720504; Potency, µM, for the others: max response, negative = inhibition, hits mostly inhibitors; actives 2.8% (n = 360,000); note: potency is the fitted concentration of half-maximal effect; series mostly up to about 57 µM; % is set by controls: 0 for no effect and ±100 for the full control effect; nearly all actives have a fitted effect of over 65% in size
Target sequence (P53350 whole entry, looked up, the tested form may be a part): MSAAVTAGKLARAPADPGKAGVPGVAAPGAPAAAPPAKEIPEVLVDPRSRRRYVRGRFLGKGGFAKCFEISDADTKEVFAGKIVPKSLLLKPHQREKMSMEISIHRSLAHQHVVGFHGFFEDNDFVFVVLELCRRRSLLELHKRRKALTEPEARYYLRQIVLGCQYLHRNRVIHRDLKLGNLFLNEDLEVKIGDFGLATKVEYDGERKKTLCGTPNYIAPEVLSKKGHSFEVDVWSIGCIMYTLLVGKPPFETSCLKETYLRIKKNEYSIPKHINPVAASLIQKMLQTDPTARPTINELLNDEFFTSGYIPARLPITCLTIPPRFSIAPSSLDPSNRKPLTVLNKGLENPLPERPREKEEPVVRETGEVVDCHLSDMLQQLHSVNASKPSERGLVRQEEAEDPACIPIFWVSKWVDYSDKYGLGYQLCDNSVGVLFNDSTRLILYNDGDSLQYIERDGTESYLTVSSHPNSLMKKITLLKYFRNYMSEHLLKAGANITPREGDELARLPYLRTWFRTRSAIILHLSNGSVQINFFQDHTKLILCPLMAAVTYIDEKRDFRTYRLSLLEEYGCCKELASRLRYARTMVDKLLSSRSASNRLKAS
FUS suppressor: rescues growth of FUS-expressing yeast; S. cerevisiae FUS-expressing, growth rescue, OD600, 24 h; Potency, µM (titrated, usually from 76.6 µM), without a hit: at the highest dose growth rescue (activation), actives largely listed as activators; actives 0.24% (n = 390,000); AID 1347120;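 note: potency is the fitted concentration of half-maximal effect; plate controls were DMSO vehicle for no effect and reference control for full effect; nearly all actives have a fitted effect of over 55% in size; some results filed as inactive show a strong effect at the top dose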
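Cultures pregrown in 2.5% raffinose medium are shifted to minimal medium containing 2% galactose to express toxic FUS. Compounds are tested at several concentrations. After 24hr at 30C, growth is quantified at 600 nm absorbance.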
WRN helicase inh: WRN helicase (human) inhibition; Q14191; WRN helicase unwinding, fluorescent forked duplex, kinetic; Potency, µM (doses to about 114 µM), without a hit: at the top dose activity change, negative = inhibition, hits mostly inhibitors; actives 0.46% (n = 360,000); note: potency is the fitted concentration of half-maximal effect; % is set by controls: 0 for no effect and ±100 for the full control effect; nearly all actives have a fitted effect of over 55% in size
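WRN at 20 nM final preincubated with compound 15 min at room temperature; reaction started with 100 nM fluorophore/quencher forked duplex oligonucleotide and 2 mM ATP final. Unwinding followed kinetically by red fluorescence (ex 525, em 598 nm).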
The depositor's hits bear a star; ? = inconclusive; · = no result given; & = joins results of further samples; [ ] = another dose, or the depositor's remark. Unless noted, calls come from the whole dose curve; as a rule, active = well fitted curve in the direction sought with a large enough effect; inconclusive = small, poorly fitted or top-dose-only effect, or another doubt; inactive = no such curve, though single readings can be large; an effect the other way counts as inactive or inconclusive.

SMILES	EPAC1 antag	Abeta rescue	EPAC1 ag	IL-2 act	PI5P4K alpha inh	PLK1 PBD inh	FUS suppressor	WRN helicase inh
NC(=S)NC1CC2CC1C1C=CCC21 (centres undefined)	1%	-12%	-4%	-3.5	4	-1%	13%	0%
COc1ccccc1N1CCN(C(=O)/C=C/c2cccs2)CC1	2%	3%	2%	0.7	-1	-9%	5%	2%
Clc1ccccc1CSc1ncn(-c2ccccc2)n1	3%	-7%	24%	-1.3	·	-10%	32%	2%
COc1ccc(Nc2nc(N)nc(CSc3nccn3C)n2)cc1	3%	-19%	-13%	0.5	-7	?	-21%	18%
CCCNC(=O)c1onc(CSc2ccc(F)cc2)c1C(=O)NC(C)C	-7%	20%	5%	-0.5	-1	3%	-12%	1%
Cc1ccc(N=C2SCCCN2C(=O)c2ccco2)cc1Cl	0%	3%	3%	-1.3	0	1%	1%	-1%
COc1ccc([N+](=O)[O-])cc1N(CC(=O)NCCC1=CCCCC1)S(C)(=O)=O	-10%	0%	1%	1.5	1	-13%	·	-18%
Cc1cc(N2CCN(c3ccc(F)cc3)CC2)nc(-c2ccccc2)n1	-1%	-3%	2%	-0.4	26	0%	-3%	-12%
COc1ccccc1OCCCOc1ccc(/C=C2\SC(=O)NC2=O)cc1OC	-15%	15%	-4%	-0.5	-18	?	12%	?
COc1cc(C#Cc2ccc3cc(C(C)(C)O)oc(=O)c3c2)cc(OC)c1	-16%	-2%	-4%	-3.2	2	1%	14%	-13%
Cc1cc(Cl)ccc1NNC(=O)c1c(C)noc1C	-21%	16%	-5%	0.4	-5	?	-16%	-13%
CC(Cc1c[nH]c2ccccc12)NC(=O)OCCCl (centres undefined)	-3%	22%	10%	0.7	0	-1%	-21%	3%
CCOc1ccc(S(=O)(=O)NCc2ccncc2)cc1NC(=O)c1ccccc1	-27%	7%	10%	-6.8	2	-7%	21%	0%
O=C(Nc1ccccc1)c1ccccc1NC(=O)c1ccccc1[N+](=O)[O-]	-18%	-4%	0%	-2.9	2	-13%	25%	-3%
C=CCn1c(-c2ccco2)n[nH]c1=S	18%	9%	1%	-0.2	1	-13%	-3%	5%
O=C1CN(S(=O)(=O)c2ccccc2)CCN1S(=O)(=O)c1ccccc1	1%	18%	10%	-2.5	3	-9%	28%	-9%
Cc1ccc(CN(C)C2CCN(C)CC2)cc1	-4%	7%	-2%	-0.2	-2	24µM*	-21%	5%
Cc1ccoc1C(=O)N1CCCCC1C(=O)O (centres undefined)	-30%	-10%	-6%	-0.5	-21	15µM*	-26%	7%[57.1 µM]
COc1cccc(=O)c2c(C)n(C)c(C)c12	11%	-1%	5%	1.1	-14	-10%	28µM*	-28%
CCOc1ccc(-c2cc(C(=O)N/N=C/c3ccc(O)cc3)c3ccccc3n2)cc1	-12%	10%	5%	-0.4	-8	1%	35%	3%
CCOC(=O)N/N=C/c1cccnc1	?	-16%	11%	-0.9	6	-7%	4%	4%
CCN1CCN(C(=O)/C(C#N)=C/c2ccc(OC(F)F)cc2)CC1	-13%	-1%	2%	0.4	8	-9%	-26%	-18%
CCN(CC)CCNC(=O)c1ccc(NC(=O)c2cccc(S(=O)(=O)Nc3ccc(C)cc3)c2)cc1	-6%	-1%	-1%	0.5	1	-16%	7%	4%
CCOC(=O)[C@H]1[C@H]2COc3ccc(C)cc3[C@@H]2N2C(=O)c3cc(Cl)ccc3NC(=O)[C@@]12C	7%	?	-4%	0.4	-5	5%	?	13%
CCCSc1ccc([C@H]2N[C@@](Cc3ccccc3)(C(=O)OC)[C@H]3C(=O)N(CC)C(=O)[C@@H]23)cc1	-6%	0%	-5%	-0.4	1	-13%	-12%	-5%
Cc1ccc(C(=O)N2CCC(n3nccc3NC(=O)Nc3cccc(F)c3)CC2)cn1	12%	0%	2%	-0.9	4	-4%	20%	-1%
C[C@H](CO)N1C[C@H](C)[C@H](CN(C)S(=O)(=O)c2ccc(Cl)cc2)OCc2cnnn2CCCC1=O	-19%	6%	-9%	-1.2	0	-21%	9%	2%
COc1ccc(C2=NOC(C(=O)NCc3ccc(F)cc3)C2)cc1OC (centres undefined)	9%	-6%	-1%	-2.5	·	-3%	13%	1%
Cc1cccc(CSCc2ccc(C(=O)NC(C)C)o2)c1	-4%	14%	-1%	1.1	-2	-2%	-1%	-4%
CC(=O)c1cccc(NC(=O)NCc2cccnc2)c1	-2%	5%	7%	-1.7	·	1%	-15%	-8%

In the list so far, 2 contain an NH in an aromatic ring:
SMILES	EPAC1 antag	Abeta rescue	EPAC1 ag	IL-2 act	PI5P4K alpha inh	PLK1 PBD inh	FUS suppressor	WRN helicase inh
CC(Cc1c[nH]c2ccccc12)NC(=O)OCCCl (centres undefined)	-3%	22%	10%	0.7	0	-1%	-21%	3%
C=CCn1c(-c2ccco2)n[nH]c1=S	18%	9%	1%	-0.2	1	-13%	-3%	5%

An excerpt of these results, field by field.
> CCOc1ccc(-c2cc(C(=O)N/N=C/c3ccc(O)cc3)c3ccccc3n2)cc1
  EPAC1 antag: -12%	Abeta rescue: 10%	EPAC1 ag: 5%	IL-2 act: -0.4	PI5P4K alpha inh: -8	PLK1 PBD inh: 1%	FUS suppressor: 35%	WRN helicase inh: 3%

> CCOC(=O)N/N=C/c1cccnc1
  EPAC1 antag: ?	Abeta rescue: -16%	EPAC1 ag: 11%	IL-2 act: -0.9	PI5P4K alpha inh: 6	PLK1 PBD inh: -7%	FUS suppressor: 4%	WRN helicase inh: 4%

Additional compounds.
SMILES	EPAC1 antag	Abeta rescue	EPAC1 ag	IL-2 act	PI5P4K alpha inh	PLK1 PBD inh	FUS suppressor	WRN helicase inh
Cc1ccc(NC(=O)C2CCN(S(=O)(=O)c3c(C)n[nH]c3C)CC2)c(C)c1	1%	·	0%	0.0	-2	3%	-4%	1%
CNc1nc2ccccc2n(C)c1=O	-12%	-13%	3%	0.6	2	-14%	14%	1%
COc1ccc(NC(=O)C2(C)Cc3c(-c4ccccc4)ccnc3O2)cn1 (centres undefined)	-13%	-1%	-9%	-0.1	0	-8%	13%	-3%
CC(C)(C)c1ccc(/C=N/Nc2nncn2N)cc1	?	-22%	6%	1.1	-1	3%	32%	3%[11.6 µM]
CCN(CC)CCNC(=O)c1ccccc1N	8%	-2%	-2%	-0.1	0	1%	-18%	-12%
Cc1noc2ncnc(Sc3ccccc3Cl)c12	-24%	-61%[inhibitor]	0%	-1.8	-2	-22%	2%	-12%
CCn1cc(C(=O)NCc2ccc(OC)cc2)c(=O)c2ccc(C)nc21	4%	5%	7%	1.6	-3	-6%	12%	-3%
CC(C(=O)O)N(C(=O)c1ccccc1)c1ccc(F)cc1 (centres undefined)	14%	-3%	0%	-0.2	-5	-5%	-6%	-14%
CCCCN1C[C@H](O)[C@@H](O)[C@H](O)[C@H]1CO	13%	-14%	7%	0.1	5	-12%	1%	-2%
CCCC(=O)NC(C)c1nc2ccccc2n1C (centres undefined)	-15%	-7%	-25%	-2.9	0	-3%	-8%	-3%
O=C(OCc1cc([N+](=O)[O-])cc2c1OCOC2)c1ccc2ccccc2n1	-4%	-11%	1%	-1.6	-12	0%	4%	-11%
CCOc1cc(/C=N/NC(=O)c2ccncc2)ccc1OS(C)(=O)=O	-7%	-3%	5%	0.1	-1	-10%	·	2%
Cc1nc(C(=O)NC2CCOCC2)sc1C1(C)CC(c2ccccc2)=NO1 (centres undefined)	-1%	-14%	1%	0.3	1	4%	7%	6%
Cc1ccsc1C(=O)Nc1nnc(-c2ccco2)o1	8%	12%	3%	1.6	-6	-10%	7%	-11%
Cc1nnc(SCC(=O)Nc2nc(C(C)(C)C)cs2)s1	4%	?	1%	0.2	·	0%	13%	3%
CC(NC(=O)/C(C#N)=C1\N=C(NC(=O)c2ccco2)c2ccccc21)c1ccccc1 (centres undefined)	-2%	-1%	2%	1.0	-3	-4%	7%	6%
CCOc1ccccc1NC(=O)C1CCCN1S(=O)(=O)c1ccccc1C(F)(F)F (centres undefined)	-1%	5%	-11%	0.5	4	-4%	?	-1%
O=C(NCc1cccs1)C1CC(c2ccc(F)cc2)=NO1 (centres undefined)	1%	-6%	2%	-2.4	2	-6%	-17%	-28%[57.1 µM]
CC(C)(C)c1ccc(OCC(O)CN2CCN(c3ccccn3)CC2)cc1 (centres undefined)	-12%	-22%	-2%	0.1	4	1%	-6%	-1%
O=C(Nc1ccccc1)c1[nH]ncc1[N+](=O)[O-]	-1%	5%	-5%	-0.4	-1	-10%	2%	-17%
Cc1ccc(C(CC(=O)NCc2ccco2)c2ccc(OC(C)C)cc2)cc1 (centres undefined)	-7%	9%	17%	-4.9	·	-7%	55%	-20%
Cc1ccc(CSc2nc3nc(C)cc(C)n3n2)cc1	8%	-3%	-1%	-0.4	2	0%	3%	3%
Cc1nnc(SCC(=O)NNC(=O)c2ccco2)n1-c1ccccc1	7%	9%	4%	0.9	-4	-19%	-11%	6%
N#CCC(=O)N/N=C/c1coc2ccccc2c1=O	?	-34%[inhibitor]	4%	-0.8	-86*	-10%	19%	-13%[11.6 µM]
CC(C)(C)OC(=O)N1CCC[C@H]1c1nnc(SCc2ccccc2)o1	-14%	-3%	7%	-3.9	2	?	13%	2%
CCOc1ccc(CC(=O)NNC(=O)/C=C/C(=O)O)cc1	-18%	-5%	3%	1.1	-2	-7%	16%	-8%
O=C(NCc1ccco1)C1CC(O)CN1C(=O)Nc1ccccc1 (centres undefined)	2%	-8%	7%	-0.9	-1	-5%	-4%	-4%[57.1 µM]
CCc1nc2ccc(C(=O)N3CCN(c4cc(C)ccc4C)CC3)cc2nc1CC	-22%	-4%&18%	18%	-0.8	15	?	?	-15%
Cc1ccc(NC(=O)Cn2ncc3c([nH]c4ccccc43)c2=O)cc1Cl	8%	7%	10%	3.0	10	-30%	0%	-7%
Cc1cccc(C(=O)NCC(=O)OC(C)C(=O)Nc2ccc(Cl)cn2)c1 (centres undefined)	10%	19%	4%	-1.3	4	0%	-14%	-4%
CCCCN(C)C(=O)c1ccc2c(c1)N(CC)C(=O)c1ccccc1S2(=O)=O	-14%	6%	2%	-0.1	6	3%	-6%	3%
COC(=O)C(Oc1ccc2c(-c3ccc(OC)cc3)cc(=O)oc2c1)c1ccccc1 (centres undefined)	-3%	23%	-1%	0.3	12	1%	·	-8%
COc1ccccc1C(c1nnnn1CCc1ccccc1)N1CCCCCC1 (centres undefined)	7%	22%	14%	-3.0	-3	-5%	0%	-3%
Cn1c(=O)[nH]c(=O)c2c1nc(SCC(=O)O)n2CCc1ccccc1	-3%	12%	2%	0.3	-57*	-23%	2%	-2%
COCCSc1ccccc1C(=O)Nc1cccnc1	9%	-9%	1%	-1.3	-8	-5%	-10%	10%
